# CTSL1 counter = blocks F. hepatica cathepsin L1 in PFM18AAP counter-screen; recombinant F. hepatica cathepsin L1, Z-Leu-Arg-MCA fluorescence; inhibition, % at 5.96 µM; hit rate 0.49% among 300,000;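 active = inhibition above the mean of all tested compounds plus 3 SD, set per screening campaign, cut at about 17% in these data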;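 also: 0% = plate median of test compound wells and 100% = 1 µM Z-Phe-Ala-diazomethylketone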
# PP5 primary = blocks human protein phosphatase 5 activity; P53041; purified PP5c, OMFP substrate fluorescence; inhibition, % at 6.7 µM; hit rate 0.18% among 320,000; AID 1987;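 active = inhibition above the campaign's mean inhibition across all tested compounds plus 3 SD, cut at about 9.5% in these data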;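 also: 0% = DMSO only and 100% = 100 µM cantharidin control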
# EBNA-1 inhibitor = blocks EBNA-1 binding to DNA. hit rate 0.34% among 300,000. AID 1950. inhibition, % at 14.8 µM. EBNA-1 DNA binding, fluorescence polarization; in the data active = inhibition above about 28%
# PREPL inhibitor = inhibits the human prolyl oligopeptidase-like enzyme; Q4J6C6; recombinant PREPL, fluorescence polarization activity-based probe; inhibition, % at 5.96 µM; hit rate 0.68% among 320,000; AID 2751; in the data active = inhibition above about 43%;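 also: 0% = enzyme with DMSO and 100% = wells lacking enzyme; many of its hits are not listed in these tables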
# Target sequence (Q4J6C6 whole entry, looked up): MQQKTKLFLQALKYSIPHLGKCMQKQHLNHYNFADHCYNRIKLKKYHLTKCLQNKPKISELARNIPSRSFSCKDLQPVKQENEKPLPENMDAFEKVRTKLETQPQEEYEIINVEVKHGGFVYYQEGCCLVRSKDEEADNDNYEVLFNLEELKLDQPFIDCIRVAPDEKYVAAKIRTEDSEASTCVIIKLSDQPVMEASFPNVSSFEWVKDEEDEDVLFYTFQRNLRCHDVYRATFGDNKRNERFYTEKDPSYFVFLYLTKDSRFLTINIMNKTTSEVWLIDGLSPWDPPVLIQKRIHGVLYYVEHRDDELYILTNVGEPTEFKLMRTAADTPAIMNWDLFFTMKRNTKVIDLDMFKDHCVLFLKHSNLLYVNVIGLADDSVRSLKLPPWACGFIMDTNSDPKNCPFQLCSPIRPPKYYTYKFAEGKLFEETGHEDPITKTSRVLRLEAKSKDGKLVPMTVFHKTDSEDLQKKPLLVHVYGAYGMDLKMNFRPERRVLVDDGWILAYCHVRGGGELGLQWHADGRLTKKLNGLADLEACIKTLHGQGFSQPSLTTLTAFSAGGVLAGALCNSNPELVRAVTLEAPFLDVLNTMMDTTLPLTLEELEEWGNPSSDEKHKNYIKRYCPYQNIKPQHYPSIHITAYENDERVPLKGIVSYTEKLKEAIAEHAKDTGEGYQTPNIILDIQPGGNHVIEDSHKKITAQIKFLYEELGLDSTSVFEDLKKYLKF
# ZTA counter = counter-screen for EBNA-1 inhibitors: inhibitors of Epstein-Barr virus ZTA; P03206; ZTA-DNA binding, fluorescence polarization; inhibition, % at 11 µM; hit rate 0.15% among 320,000; AID 2234; in the data active = inhibition above about 33%
# PP1 inh = blocks human PP1-alpha phosphatase, a PP5 counter-screen | P62136 | purified PP1alpha, OMFP fluorescence | inhibition, % at 6.7 µM | hit rate 0.9% among 320,000;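 active = inhibition above the mean inhibition of all tested compounds plus 3 SD, computed separately for each screening campaign, cut at about 15% in these data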
# Target sequence (P62136 whole entry, looked up): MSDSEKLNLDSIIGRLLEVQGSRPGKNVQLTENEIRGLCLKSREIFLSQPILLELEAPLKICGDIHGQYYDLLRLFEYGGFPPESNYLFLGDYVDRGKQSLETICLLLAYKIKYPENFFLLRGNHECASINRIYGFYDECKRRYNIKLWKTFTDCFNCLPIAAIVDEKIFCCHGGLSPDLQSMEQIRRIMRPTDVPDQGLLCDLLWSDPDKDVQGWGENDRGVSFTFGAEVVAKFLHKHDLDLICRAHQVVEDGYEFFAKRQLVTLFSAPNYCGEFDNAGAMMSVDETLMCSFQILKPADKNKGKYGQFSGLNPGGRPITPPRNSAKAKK
# TPT1 inhibitor = C. albicans TPT1 enzyme inhibition. recombinant caTPT1, FP RNA substrate dephosphorylation. inhibition, % at 5 µM. hit rate 0.81% among 300,000. AID 1962;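 active = inhibition above the mean of all tested compounds plus 3 SD, set per screening campaign, cut at about 24% in these data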;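 also: plate controls were DMSO alone for no effect and ferristatin control at 100 nM for full effect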
# Efflux pump inh = antifungal efflux pump inhibition, Nile Red retention | S. cerevisiae Candida pump triplex | inhibition, % at 10 µM | hit rate 0.44% among 330,000;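 active = plate passing quality check with inhibition over a set limit, or well fluorescence over plate mean plus 4 SD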;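 also: Nile Red retained in pooled yeast measured as flow cytometry median fluorescence; 0% = buffer negative control and 100% = Enniatin B positive control; higher means more Nile Red kept so more efflux inhibition; some compounds called inactive have numbers as strong as hits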
# core dimer inh = HCV core protein dimerization inhibition | TR-FRET GST/Flag-core106 dimerization, 1536-well | inhibition, % at 5 µM | hit rate 0.33% among 300,000 | AID 1899;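 active = inhibition above the mean of all tested compounds plus 3 SD, set per screening campaign, cut at about 45% in these data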
#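 System – GST-tagged and Flag-tagged HCV core protein residues 1-106 · Repeats – one well for each compound · Technique – TR-FRET 671 and 617 nm emission · Doses – one concentration, 5 µM, in 0.5% DMSO · Times – 4 h, 22.5 °C incubation · Also added – Eu donor and XL665 acceptor anti-tag antibodies · Measure – percent inhibition of core106 dimerization signal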
# An asterisk follows results filed as active; · = no result given. Some of the compounds tested, so the mix of outcomes need not match the whole.
no.	Compound	TPT1 inhibitor	PP1 inh	PP5 primary	EBNA-1 inhibitor	core dimer inh
1	CCOC(=O)C1(CC2CCCCO2)CCN(Cc2cc3ccccc3[nH]2)CC1 (centres undefined)	2.9	3.1	2.7	-8.2	-6.1
2	CCCCC(=O)NC1(C(F)(F)F)C(=O)Nc2c1c(=O)[nH]c(=O)n2Cc1ccco1 (centres undefined)	5.2	-4.5	-2.3	-5.3	1.5
3	CNC(=S)N1CCN(c2ccccc2OC)CC1	-1.4	-1.6	0.1	10.2	3.3
4	Cc1cccc(-n2c(C)n[nH]c2=S)c1C	-2.1	-10.0	2.0	-5.9	-5.2
5	CCCCOCCCNC(=O)CC(C)c1ccccc1 (centres undefined)	-1.3	-3.5	-2.2	3.6	0.7
6	COc1ccc(CCN2CCCC(CN(C)Cc3cccc(OC)c3)C2)cc1 (centres undefined)	0.4	-2.2	-1.0	-10.0	-5.6
7	CCOC(=O)N/N=C/c1ccc(F)cc1F	1.5	-0.3	1.4	-4.5	-3.9
8	Cc1ccc(C(=O)Nc2ccccc2C(=O)N2CCCCC2C)cc1 (centres undefined)	-0.4	-8.2	-3.1	1.4	-27.2
9	CCC(CO)Nc1nc(CN2CCCCC2)nc2scc(-c3ccccc3)c12 (centres undefined)	-1.5	-4.6	-0.8	7.2	-0.8
10	O=C(c1ccc(CS(=O)(=O)c2ccc(Br)cc2)o1)N1CCCCCC1	0.6	-3.6	0.4	11.5	7.4
11	CC(=O)NCC(=O)N(C)C(C(=O)Nc1ccc2c(c1)OCCO2)c1ccccc1 (centres undefined)	-1.2	-3.5	1.3	8.3	-4.6
12	CCN1C(=O)[C@@H]2[C@@H](c3ccc(-c4ccc(OC)cc4)c(OC)c3)N3CCCC[C@@]3(C(=O)OC)[C@@H]2C1=O	1.5	1.0	4.7	0.4	2.4

no.	CTSL1 counter	ZTA counter	Efflux pump inh	PREPL inhibitor
1	-3.8	-8.1	-0.2	19.3
2	-1.5	13.0	0.1	-8.8
3	-0.5	-5.7	0.0	-2.8
4	2.6	6.0	0.1	0.3
5	3.7	23.3	0.0	0.5
6	-2.7	-5.2	0.1	-8.0
7	-1.8	-14.3	0.2	-9.6
8	4.3	-0.4	0.0	3.8
9	4.4	-11.9	0.1	25.1
10	-2.4	4.7	-0.1	2.7
11	-3.1	-2.3	-0.1	-0.4
12	0.3	-11.0	0.2	-8.7

# Other compounds follow.
no.	Compound	TPT1 inhibitor	PP1 inh	PP5 primary	EBNA-1 inhibitor	core dimer inh
13	O=C(Nc1cc(=O)[nH]c2ncnn12)c1ccccc1F	-2.2	-2.6	-3.8	2.6	1.5
14	COc1ccccc1NC(=O)CSc1nnc(-c2ccc(NC(C)=O)cc2)n1C	1.5	0.6	3.3	2.9	3.7
15	Cc1cc(NC(=O)COC(=O)CCNS(=O)(=O)c2c(Cl)cccc2Cl)no1	2.6	-3.4	5.1	-5.6	0.3
16	O=C(CN(Cc1ccccc1)S(=O)(=O)c1ccc(F)cc1)NCc1ccncc1	0.2	3.5	2.3	-7.8	3.8
17	CC1CCN(C(=O)c2ccc(-n3cnnn3)cc2)CC1	-1.9	-4.5	3.5	-3.5	-11.1
18	O=C(OCC(=O)N1CCN(C(=O)c2ccco2)CC1)C1=COCCO1	-1.6	0.7	1.9	-4.8	5.5
19	O=C(NNC(=O)C1CCN(Cc2ccc(Cl)c(Cl)c2)CC1)c1cccs1	-1.8	-4.2	-2.1	-4.0	-1.8
20	CN(C)C(=O)N1CCCC(C(=O)NCc2ccccc2)C1 (centres undefined)	1.8	-2.3	1.9	-2.5	3.6
21	C=CCNc1cc(=O)n(Cc2ccccc2)c(=O)[nH]1	-3.8	1.3	2.4	-1.3	-3.0
22	Cc1nn2cc(-c3ccc(-c4ccccc4)cc3)nc2s1	4.2	5.6	0.4	1.6	24.8
23	CC(=O)NC(CCS(C)(=O)=O)C(=O)Nc1ccc(Cl)c(Cl)c1 (centres undefined)	3.4	7.3	2.1	20.1	-4.0
24	C/C(=C/c1ccccc1)C(=O)N1CCN(c2ccccc2)CC1	-2.6	-2.7	-0.8	6.3	6.2

no.	CTSL1 counter	ZTA counter	Efflux pump inh	PREPL inhibitor
13	-5.1	-8.9	0.0	2.4
14	0.0	6.2	0.0	-4.1
15	-64.1	0.2	0.0	2.8
16	-1.7	-20.2	-0.1	-10.0
17	0.0	-8.5	0.3	-8.0
18	-3.2	-12.0	0.0	22.7
19	3.8	6.2	0.0	0.6
20	-3.0	9.0	0.2	-0.1
21	1.1	-3.7	0.0	3.9
22	-0.7	6.0	-0.2	-6.7
23	2.3	36.1*	0.0	-10.2
24	-3.7	2.8	0.1	-7.9

# Overlap with the part before: two entries; new compounds follow.
no.	Compound	TPT1 inhibitor	PP1 inh	PP5 primary	EBNA-1 inhibitor	core dimer inh
23	CC(=O)NC(CCS(C)(=O)=O)C(=O)Nc1ccc(Cl)c(Cl)c1 (centres undefined)	3.4	7.3	2.1	20.1	-4.0
24	C/C(=C/c1ccccc1)C(=O)N1CCN(c2ccccc2)CC1	-2.6	-2.7	-0.8	6.3	6.2
25	O=C(Cn1nnc(-c2ccccc2)n1)N/N=C/c1cc([N+](=O)[O-])c(Cl)cc1Cl	-2.4	2.1	0.1	7.1	-5.5
26	CC(C)c1ccc(-c2nnc(SCC(=O)NC3CC3)n2C)cc1	-2.5	-2.3	3.4	-3.6	-1.4
27	Cc1cccc(NC(=O)CSCC(=O)Nc2cccc3ncccc23)c1	-1.4	-4.1	1.8	0.5	-4.1
28	COC(=O)c1ccc(CC(=O)c2c(C)cc(O)cc2O)o1	-1.1	3.1	-2.5	-8.2	-4.0
29	Cc1nc(-c2ccc(-n3nncc3-c3ccco3)cc2)cs1	2.1	11.9	2.9	7.7	5.0
30	COC(=O)Cn1ncn2c(cc3oc(C)cc32)c1=O	-0.5	-2.6	2.9	-9.8	-3.2
31	O=C1NC(=S)S/C1=C/c1ccc(Oc2cnccn2)cc1	3.2	4.9	-5.5	-10.3	-3.7
32	O=C(O)CCc1ccc(-c2ccc(F)cc2)n1CCC(=O)O	1.9	-4.6	-0.7	11.5	-3.5
33	Cc1ccc2c(c1)N(C(=O)CCC(=O)Nc1ccccc1Cl)CC(C)O2 (centres undefined)	-0.9	-0.9	1.6	-2.0	-3.3
34	Cc1cc(N2CCN(c3ccc(C(F)(F)F)cc3[N+](=O)[O-])CC2)c2ccccc2n1	1.3	7.3	4.6	-5.3	-1.4
35	CCCCN(CC)CCNC(=O)c1cc2c(=O)n(C)c3ccccc3c2s1	-1.2	-1.4	1.6	3.2	0.0
36	COc1cccc(CN2CCCCC2C(=O)O)c1 (centres undefined)	-6.5	-2.5	-0.2	0.2	0.4

no.	CTSL1 counter	ZTA counter	Efflux pump inh	PREPL inhibitor
23	2.3	36.1*	0.0	-10.2
24	-3.7	2.8	0.1	-7.9
25	3.5	7.0	-0.1	-3.6
26	2.9	-18.0	0.0	5.6
27	-1.2	-4.6	0.0	-22.2
28	-6.2	-3.7	0.3	-4.9
29	-12.0	-6.7	0.1	6.2
30	-2.2	-8.5	0.1	7.5
31	4.6	-5.4	-0.1	-4.6
32	-0.3	-6.6	0.2	4.9
33	0.5	2.3	-0.1	4.3
34	2.6	5.2	0.8	21.2
35	3.0	-10.8	-0.3	-28.7
36	3.8	-16.8	-0.2	5.2

# Following part:
no.	Compound	TPT1 inhibitor	PP1 inh	PP5 primary	EBNA-1 inhibitor	core dimer inh
37	CCc1c(C(=O)OCc2ccccc2)[nH]c(C)c1C	0.6	-6.7	4.8	-6.4	-2.4
38	Cc1ccc(NS(=O)(=O)c2ccc3c(c2)CCC(=O)N3)cc1	·	2.6	2.7	·	·
39	CC(=O)c1cc(C#N)c(SCC(=O)OC(C)C)nc1C	0.6	-1.4	0.8	-2.6	-6.1
40	Cc1ccc(NCc2nnc(SCC(=O)N3CCCc4ccccc43)o2)c(C)c1	-1.2	4.5	4.4	-1.5	1.4
41	Cc1ccc(SCC(=O)NCc2cccnc2)cc1	0.9	-15.4	0.8	-5.5	-4.4
42	COCCn1c(Cc2ccccc2)nnc1SCC(=O)Nc1oc(C)c2c(C)n[nH]c(=O)c12	-0.6	7.2	-1.1	-8.2	-8.6
43	COC(=O)Nc1nnc(CC(=O)Nc2ccccc2C)s1	-2.8	-1.1	-2.5	-7.0	-1.6
44	CC(C)(C)NC(=O)CSc1nc2scc(-c3ccccc3)c2c(=O)[nH]1	5.3	-4.1	-1.1	6.8	16.6
45	CCOc1ccc(NC(=O)CN(C)C(=O)Cn2c(=O)cnc3ccccc32)cc1OCC	·	4.7	-0.8	·	·
46	O=C(NCCCO)/C(=C/c1ccco1)NC(=O)c1ccc(Br)o1	-7.3	0.1	3.3	-6.9	-2.4
47	Cc1sc2nc(-c3ccccn3)[nH]c(=O)c2c1-c1ccccc1	-1.5	7.5	-1.5	-10.1	3.0
48	O=C(Nc1ccncc1)c1ccc(S(=O)(=O)Nc2ccccc2)cc1	0.9	-5.7	1.5	-9.4	-2.5

no.	CTSL1 counter	ZTA counter	Efflux pump inh	PREPL inhibitor
37	-2.3	-5.2	0.1	20.7
38	·	-19.1	0.0	5.5
39	6.3	-12.8	0.0	15.7
40	-0.2	0.2	0.1	7.2
41	-7.4	-13.5	0.1	7.9
42	1.1	-17.7	0.1	-2.5
43	-1.4	-12.8	0.1	-15.2
44	0.7	8.2	0.3	1.9
45	·	-6.2	0.1	14.9
46	-1.9	-19.4	0.0	-4.6
47	3.1	-0.2	-0.1	-7.0
48	-1.7	-3.8	0.3	-12.7

# Later entries.
no.	Compound	TPT1 inhibitor	PP1 inh	PP5 primary	EBNA-1 inhibitor	core dimer inh
49	COc1ccc(C2NC(=O)c3sc(=S)n(-c4ccccc4)c3N2)cc1 (centres undefined)	0.5	-0.7	0.9	-3.3	-2.0
50	CNc1c([N+](=O)[O-])ncn1C	-5.7	0.4	-0.1	7.1	-2.3
51	COc1ccc(S(=O)(=O)N(CC(=O)NC(C)C)Cc2ccccc2)cc1	2.0	-1.6	1.7	-1.5	-1.4
52	Cc1c(C)n(C)c2ccc(C(=O)NCCCN3CCN(c4ccc(F)cc4)CC3)cc12	3.3	-2.8	0.8	7.6	-0.9
53	O=S(=O)(Nc1ccccc1Cl)c1ccc2[nH]c(=S)oc2c1	-1.9	0.8	3.7	-7.1	-3.7
54	O=S(=O)(c1ccc(N2CCN(Cc3ccc4c(c3)OCO4)CC2)nc1)N1CCOCC1	0.3	-0.6	-0.3	-2.4	1.0
55	O=C(CSc1nc(C(F)(F)F)cc(=O)[nH]1)Nc1ccc2c(c1)OCCO2	-0.6	0.9	-0.9	-5.5	4.2
56	S=C(NCc1ccco1)Nc1ccc(N2CCOCC2)cc1	-3.3	-3.3	-1.6	5.8	-2.2
57	O=C(COc1ccc(F)cc1F)NNC(=O)Nc1cccc([N+](=O)[O-])c1	-0.6	2.5	2.0	11.4	6.5
58	COc1ccc(NC(=O)CN(C)S(=O)(=O)c2ccc3c(c2)n(C)c(=O)c(=O)n3C)cc1	0.1	-2.8	0.0	9.0	7.1

no.	CTSL1 counter	ZTA counter	Efflux pump inh	PREPL inhibitor
49	3.0	-4.6	0.0	12.0
50	0.9	-1.1	-0.1	11.2
51	1.3	-0.1	0.0	6.5
52	2.0	-2.0	-0.1	41.6
53	1.3	4.2	0.0	1.1
54	1.6	-1.9	-0.1	13.6
55	-0.3	8.5	0.0	-2.5
56	4.5	-11.5	0.2	6.9
57	-20.8	17.4	-0.1	2.8
58	3.8	11.9	-0.1	3.7
